GLD-1 TGE inh = GLD-1/TGE RNA complex disruptors, primary screen, biochemical, fluorescence polarization | purified GLD-1 + fluorescein TGE RNA | inhibition, % at 5.96 µM | AID 2280, 2010 | 0.44% of 320,000 active;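 active = percent inhibition above a per-plate cutoff, the plate mean of test compounds plus 3 SD, cut at about 30% in these data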;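 note: 0% = DMSO wells with GLD-1 and probe and 100% = wells lacking GLD-1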
Target sequence (Q17339 whole entry, looked up): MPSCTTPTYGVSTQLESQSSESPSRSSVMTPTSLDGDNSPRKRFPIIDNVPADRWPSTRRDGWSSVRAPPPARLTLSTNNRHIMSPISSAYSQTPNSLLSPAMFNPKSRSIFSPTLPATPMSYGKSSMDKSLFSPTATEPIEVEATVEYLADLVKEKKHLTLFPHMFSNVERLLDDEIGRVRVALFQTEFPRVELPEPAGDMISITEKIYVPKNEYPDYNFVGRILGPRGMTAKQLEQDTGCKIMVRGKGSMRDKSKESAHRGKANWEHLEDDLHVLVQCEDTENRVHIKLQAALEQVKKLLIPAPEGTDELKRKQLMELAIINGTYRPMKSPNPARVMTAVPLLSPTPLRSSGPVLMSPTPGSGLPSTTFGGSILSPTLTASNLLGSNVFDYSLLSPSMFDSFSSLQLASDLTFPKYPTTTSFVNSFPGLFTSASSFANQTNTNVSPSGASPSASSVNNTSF
Efflux pump inh = inhibitors of Candida efflux pumps in yeast, primary screen, S. cerevisiae, Nile Red, multiplex; S. cerevisiae Candida pump triplex; inhibition, % at 10 µM; 0.44% of 330,000 active;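 active = plate passing quality check with inhibition over a set limit, or well fluorescence over plate mean plus 4 SD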;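 note: Nile Red retained in pooled yeast measured as flow cytometry median fluorescence; 0% = buffer negative control and 100% = Enniatin B positive control; higher means more Nile Red kept so more efflux inhibition; some compounds called inactive have numbers as strong as hits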
MCL1-BIM inh = inhibitors of MCL1 binding to BIM-BH3, primary screen, biochemical, fluorescence polarization; AID 2057, 2009; 0.68% of 320,000 active; inhibition, % at 10.9 µM; Induced myeloid leukemia cell differentiation protein Mcl-1 (Homo sapiens), Q07820; GST-MCL1 / FITC-Bim-BH3 fluorescence polarization;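 active = inhibition above the mean inhibition of all tested compounds plus 3 SD, set per campaign, cut at about 40% in these data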;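 note: 0% = DMSO wells and 100% = unlabeled Bim-BH3 peptide control; higher means more loss of mP so more displacement of Bim peptide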
Fam108B inh = mouse Fam108B serine hydrolase inhibitors, primary screen, counter-screen for RBBP9 inhibitor project, biochemical, fluorescence polarization | recombinant Fam108B, FP-Rh probe fluorescence polarization | inhibition, % at 9.51 µM | 0.33% of 300,000 active;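 active = inhibition above the screen mean inhibition plus 3 SD, computed separately per campaign, cut at about 18% in these data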;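 note: inhibitors lower polarization as less probe binds the enzyme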
ZTA counter = counter-screen for EBNA-1 inhibitors: inhibitors of Epstein-Barr virus ZTA. inhibition, % at 11 µM. AID 2234. 0.15% of 320,000 active. P03206. ZTA-DNA binding, fluorescence polarization; in the data active = inhibition above about 33%
Target sequence (P03206 whole entry, looked up): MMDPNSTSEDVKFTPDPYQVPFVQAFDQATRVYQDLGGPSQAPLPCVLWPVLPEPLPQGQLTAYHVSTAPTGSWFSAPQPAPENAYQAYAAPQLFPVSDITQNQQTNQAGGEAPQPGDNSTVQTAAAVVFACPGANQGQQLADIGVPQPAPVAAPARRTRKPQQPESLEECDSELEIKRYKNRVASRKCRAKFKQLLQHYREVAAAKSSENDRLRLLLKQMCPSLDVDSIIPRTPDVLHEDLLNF
CR mimetic SO = reduction of superoxide in aged yeast, primary screen, HTS; S. cerevisiae aged cells, superoxide DHE fluorescence; hits give low values; superoxide response (% of plate mean), % at 10 µM; 0.18% of 330,000 active;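 active = superoxide response under a set limit, about three screen SD below normal, cut at about 65% in these data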;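 note: yeast aged for seven days with compound at 30 °C before DHE staining; 100% = average MFI of all compound-treated wells on the plate with controls excluded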
MEX-5 binding = MEX-5 zinc finger RNA-binding disruptors – biochemical, C. elegans, fluorescence polarization, MLPCN library, primary screen. Zinc finger protein mex-5 (Caenorhabditis elegans), Q9XUB2. MEX-5/FITC-TCR2 RNA binding; hits give low values. activity score (negative = inhibition of binding), % at 10 µM. 0.38% of 300,000 active. AID 1832, 2009;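 active = inhibition past about -25% in most replicates, and total fluorescence under double the plate's negative control median, limit read from the data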;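 note: 0% = DMSO and -100% = 5 µM competing unlabeled TCR2 RNA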
BCLXL inh = inhibitors of human Bcl-xL, primary screen, biochemical, fluorescence polarization, HTS. Bcl-2-like protein 1 (Homo sapiens), Q07817. GST-Bcl-xL / FITC-Bim BH3 peptide fluorescence polarization. inhibition, % at 10.9 µM. 0.7% of 320,000 active. AID 2129, 2009;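 active = inhibition above the mean of all tested compounds plus 3 SD, cutoff set per campaign, cut at about 30% in these data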;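 note: 0% = DMSO wells and 100% = unlabeled Bim-BH3 peptide competitor; inhibitors lower millipolarization by displacing the labeled peptide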
Target sequence (Q07817 whole entry, looked up): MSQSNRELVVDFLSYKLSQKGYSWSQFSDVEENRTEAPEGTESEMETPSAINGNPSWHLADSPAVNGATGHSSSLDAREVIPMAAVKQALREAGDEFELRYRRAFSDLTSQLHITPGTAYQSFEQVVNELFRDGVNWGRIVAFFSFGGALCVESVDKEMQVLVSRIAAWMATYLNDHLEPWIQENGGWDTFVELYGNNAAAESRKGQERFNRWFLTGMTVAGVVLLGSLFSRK
EBNA-1 inhibitor = EBNA-1 DNA-binding inhibitors, primary screen, biochemical, fluorescence polarization; AID 1950, 2009; inhibition, % at 14.8 µM; 0.34% of 300,000 active; in the data active = inhibition above about 28%
An asterisk follows results filed as active; x = not tested or not shown.

Molecule,MCL1-BIM inh,Efflux pump inh,GLD-1 TGE inh,CR mimetic SO,EBNA-1 inhibitor,MEX-5 binding,BCLXL inh,ZTA counter,Fam108B inh
COc1cc2c(cc1OC)CN(C(=O)CCNS(=O)(=O)c1ccccc1F)CC2,8,0.0,-9,97,-1,-5.8,11,5,2
Cc1ccc2oc(-c3cccc(NC(=S)NC(=O)c4cccs4)c3)nc2c1,2,-0.2,6,103,0,0.2,1,-9,-4
Cc1ccc(S(=O)(=O)N2CCCC2C(=O)NCCc2nc3ccccc3[nH]2)cc1 (stereo not drawn),3,0.2,-1,108,4,0.8,10,7,2
Cc1ccc(NC(=S)NC2CCCCC2)cc1S(=O)(=O)N(C)C,-1,0.4,-11,101,-7,-1.4,3,2,-1
CCn1c(C)cc(=S)c2ccccc21,13,0.0,-1,97,4,-52*,12,12,-3
O=C1OC2(CCCCC2)OC(=O)C1=CNc1ccc2c(c1)OCO2,7,0.0,9,102,11,0.5,6,-14,2
N#Cc1ccccc1OCC(=O)Nc1ccc(N2CCOCC2)cc1N1CCOCC1,7,0.0,-2,96,x,x,5,1,x
CC[C@H](C)[C@@H]1NC(=O)c2cc([N+](=O)[O-])cc(I)c2SC[C@@H](C(N)=O)NC(=O)[C@H](CCCCN)NC1=O,-4,-0.1,5,102,-3,x,9,-17,9
O=C(C(Sc1ccccc1)c1ccc(Br)cc1)N1CCOCC1 (stereo not drawn),6,0.0,-4,94,1,3.9,-3,-9,4
CCC(C)N(C(=O)c1csnn1)C(C(=O)NC1CCCC1)c1ccc(F)cc1 (stereo not drawn),-1,0.0,0,101,-2,-0.2,5,-6,-1
CC(C)CCN1C(=O)c2ccc(C(=O)Nc3ccc(O)cc3C(=O)O)cc2C1=O,6,-0.1,5,109,6,-3.6,6,4,4
CCOC(=O)[C@@H]1[C@H]2COc3ccccc3[C@@H]2N2C(=O)N(c3ccc(Cl)cc3)C(=O)[C@@]12C,-4,-0.1,7,99,2,2.4,-2,15,0
COCCNC(=O)c1ccc(CS(=O)(=O)c2c(Cl)cccc2Cl)o1,0,0.3,-3,101,-3,-1.2,3,12,2
CCOCCSc1n[nH]c(=O)n1CCc1ccccc1,-6,-0.5,-6,112,-3,0.4,3,2,-1
COc1ccc(N2CCN(C(=O)CC(C)S(=O)(=O)c3ccc4c(c3)NC(=O)CO4)CC2)cc1 (stereo not drawn),6,0.2,1,90,-1,2.4,7,4,-2
C=CCn1c(SCCCc2ccccc2)nc2c1c(=O)[nH]c(=O)n2C,5,0.0,-4,102,4,1.5,5,0,-1
OCC1(Cc2ccccc2)CCN(CCCC2CCCC2)CC1,1,0.3,-5,104,3,-0.7,-2,-6,-1
CCCCc1nc2cc(C(=O)N3CCNC(=O)C3)ccc2o1,1,0.0,-7,133,17,-0.8,7,10,1
COc1ccc(CCNC(=O)c2ccc(CNS(=O)(=O)c3cccc(Cl)c3)cc2)cc1OC,2,0.1,6,99,0,-2.6,1,-15,2
C/C(CC(=O)Nc1ccc2ccccc2c1)=N\NC(=O)c1ccc(O)c(O)c1,12,-0.2,5,104,0,-1.6,3,-37,1
CCOC(=O)CSc1nc2cccnc2n1-c1ccc(F)cc1,1,0.0,-6,107,5,-1.3,1,5,3
C=CCOc1cccc(C2C(C(=O)c3ccc(C)o3)=C(O)C(=O)N2c2nccs2)c1 (stereo not drawn),162*,-0.1,130*,89,5,-49*,144*,16,-2
CCOC(=O)C1=C(COC(=O)Cc2ccc(Br)cc2)NC(=O)NC1C (stereo not drawn),7,0.1,-1,99,-3,1.4,6,15,3
NC(=O)Cn1nnc(-c2ccccc2NC(=O)c2cnccn2)n1,7,0.2,2,111,-17,1.8,1,1,-3
O=C(NC(c1ccccc1)c1c(O)ccc2ccccc12)c1ccccc1Cl (stereo not drawn),-4,0.1,2,101,1,x,-4,-8,-5
Cc1ccc(SCc2[nH]nc3c2C2(C(=O)N(C)c4ccccc42)C(C#N)=C(N)O3)cc1 (stereo not drawn),6,0.1,2,96,-8,-1.5,4,-4,-1
Cc1ccccc1C(=O)Oc1cccc(Nc2ncnc3ccccc23)c1,4,0.5,10,108,2,-4.4,1,2,-32
COCCNC(=O)C(c1cccs1)N(Cc1cccs1)C(=O)Cn1nnc2ccccc21 (stereo not drawn),2,0.2,0,112,-1,0.2,1,5,-4
O=C(NC(=S)Nc1ccc([N+](=O)[O-])cc1O)C1CCCCC1,6,0.3,-6,94,-1,-4.5,1,-15,0
C/C(=N\Nc1nccnc1Cl)c1c(F)c(F)c(F)c(F)c1F,14,0.0,0,116,8,1.1,4,15,-1
Cc1ccc(C2CC(c3ccc(Cl)cc3)=NNC2=O)cc1 (stereo not drawn),3,0.3,2,120,-16,0.0,7,-2,-4
Cc1cccc(N2CCN(C(=O)c3ccc4c(c3)c(C)c(C)n4C)CC2C)c1 (stereo not drawn),1,0.1,4,99,-2,0.9,5,-21,5
Cc1ccc(NC(=O)C(C)OC(=O)/C=C/c2ccccc2)cc1S(=O)(=O)N1CCOCC1 (stereo not drawn),-10,-0.1,4,89,-1,-2.0,-3,1,1
COc1ccnc(N=CNOCc2cccc(C(F)(F)F)c2)c1C#N,-10,0.3,-2,115,-32,4.2,3,-3,-6
Cc1cc(Br)ccc1OCC(=O)NNC(=O)Cc1ccccc1,5,-0.2,-3,112,2,-1.6,0,-21,4
COc1ccc(NC(=O)C23CC4CC(C2)CC(n2cnc(Br)n2)(C4)C3)c(OC)c1,-2,0.1,1,98,-4,1.0,0,-39,-2
Cc1ccc2c(c1)-c1[nH]c(=S)ncc1CS2,3,0.1,3,115,-2,0.0,8,-7,-2
COc1cccc(NC(=O)COC(=O)CCOc2ccccc2OC)c1,1,-0.1,-3,95,7,-2.0,-1,17,1
Oc1c(CN2CCN(c3ccc(F)cc3)CC2)cc(Cl)c2cccnc12,2,0.1,-5,94,-11,-1.7,16,-13,4
CN(C)C(=O)c1ccc(NC(=O)c2cncc(Br)c2)cc1,-8,0.1,-5,116,-9,0.9,-1,-1,0
COC(=O)c1ccc(/C=N/OCC(=O)NC2CCCCCCC2)cc1,1,0.0,8,114,0,1.1,-4,-9,0
O=C(Nc1cccc(NC(=O)c2ccccc2F)c1)c1ccccc1,0,-0.3,5,102,2,2.0,5,11,2
OCC[C@H]1C[C@@H](O)[C@H](O)[C@@]2(CCCc3ccccc3O2)O1,2,x,3,x,-6,x,2,-1,1
CCc1[nH]nc(C(=O)N2CCCC(N3CCN(c4ccccc4C)CC3)C2)c1C (stereo not drawn),0,-0.1,-2,89,-2,1.5,4,-25,1
CCOCCOCCC(C(=O)O)P(=O)(c1ccccc1)c1ccccc1 (stereo not drawn),0,-0.1,6,99,7,0.2,7,-4,2
CC(/C=C/c1ccccc1)=N\NC(=O)Cn1nc(C)cc1C,-13,-0.1,1,99,-4,-0.3,1,1,3
CC1(C)Cc2nc3sc4c(SCC(=O)NCc5ccccc5)ncnc4c3cc2CO1,7,0.0,-1,99,-2,-0.5,0,1,-3
O=C(NC1=NCCS1)c1ccc(Cl)c(S(=O)(=O)N2CCCCCC2)c1,-4,-0.2,5,94,3,2.0,-7,6,1
COc1ccc(-c2noc(CCC(=O)NCCc3cccc(C)c3)n2)cc1,-8,-0.1,8,91,-1,0.9,0,2,-2
COc1ccc(C(=O)Nc2ccc(S(=O)(=O)N3CCOCC3)cc2)cc1[N+](=O)[O-],1,0.0,6,107,-6,2.8,7,9,-1

Two entries drawn at random from those above, as already listed:
Molecule,MCL1-BIM inh,Efflux pump inh,GLD-1 TGE inh,CR mimetic SO,EBNA-1 inhibitor,MEX-5 binding,BCLXL inh,ZTA counter,Fam108B inh
COc1ccc(-c2noc(CCC(=O)NCCc3cccc(C)c3)n2)cc1,-8,-0.1,8,91,-1,0.9,0,2,-2
CC(/C=C/c1ccccc1)=N\NC(=O)Cn1nc(C)cc1C,-13,-0.1,1,99,-4,-0.3,1,1,3

(further entries)
Molecule,MCL1-BIM inh,Efflux pump inh,GLD-1 TGE inh,CR mimetic SO,EBNA-1 inhibitor,MEX-5 binding,BCLXL inh,ZTA counter,Fam108B inh
CN(C)CCCn1c(=S)[nH]c2sc3c(c2c1=O)CCCC3,25,-0.1,-3,104,7,-2.7,7,-20,4
O=C(NCCc1ccc(Cl)cc1)c1cccc(NC2=NC3CS(=O)(=O)CC3S2)c1 (stereo not drawn),6,0.0,4,101,12,-0.8,-1,-11,-1
COCCNC(=O)c1onc(CSc2ccccc2F)c1C(=O)O,-3,0.1,6,96,-1,1.4,-3,-6,-8
Cc1nc([N+](=O)[O-])c(N2CCOCC2)n1Cc1ccccc1,2,-0.1,-1,95,-3,-3.5,2,-3,-1
COc1ccc(NC(=O)C2=NN(c3ccccc3)C(=O)CC2)cn1,3,0.0,9,89,x,x,7,-2,x
COc1cc(/C=C(\C#N)C(=O)N2CCCCC2)ccc1O,13,0.1,1,104,6,2.5,6,-10,-2
O=C(Nc1ccc(Cl)cc1)NN1CC(=O)N(c2cccc(C(F)(F)F)c2)CC1=O,-1,-0.1,2,107,5,-1.0,3,11,-2
O=C(CCN1C(=O)/C(=C/c2ccccc2Cl)SC1=S)NN1CCOCC1,-2,0.2,-3,104,2,-4.0,-3,6,-1
O=C(Cc1c(O)c2ccccc2[nH]c1=O)NCc1cccc(F)c1,3,0.0,-3,91,-4,3.2,4,-10,-2
CCNC(=S)Nc1ccc(C)c(Cl)c1,3,-0.1,5,80,-1,1.7,3,6,3

Compound activity deposited in PubChem by several laboratories.

Not a hit list, and some 2.3% of all compounds hit somewhere here.
